# BH1578 lux ind: inducers of Vibrio cholerae quorum light production without autoinducers | AID 588436 | 350,000 tested, 0.16% active | activation, % at 18.7 µM | V. cholerae BH1578 lux reporter, luminescence, 6 h; in the data active = activation mostly above about 9.7%, no sharp cut-off; inconclusive = no clear call, values can overlap the other calls; inactive = mostly below about 3.7%; note: not every result past the cut was called active; inactives centre near 0; reference of the scale not given here
# PriA SSB inh: K. pneumoniae PriA-SSBct interaction inhibition. AlphaScreen SSBct-PriA binding, biotinylated peptide. inhibition, % at 33 µM. 430,000 tested, 0.6% active; in the data active = inhibition mostly above about 37%, no sharp cut-off; inactive = mostly below about 20%;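 note: plate controls were negative control peptide for no effect and reference peptide for full effect; strong numbers were not always called active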
# Anthrax LF prot: blocks Bacillus anthracis lethal factor protease | P15917 | multiplex microsphere protease cleavage assay, LF | inhibition, % at 10 µM | 360,000 tested, 0.12% active; note: plate controls were buffer without enzyme for full effect and enzyme alone for no effect
# BoNT-A LC inh2: inhibitors of Botulinum neurotoxin A light chain protease | inhibition, % at 10 µM | multiplex microsphere protease substrate cleavage, flow cytometry | 360,000 tested, 0.17% active; note: plate controls were buffer without enzyme for full effect and enzyme alone for no effect
# PfHsp40 rescue: compounds rescuing yeast from Plasmodium falciparum HSP40 toxicity. S. cerevisiae expressing PfHsp40, growth rescue, ATP luminescence. growth rescue, % at 12.5 µM. 340,000 tested, 0.68% active. AID 504582; in the data active = growth rescue above about 28%, passing the limit was not always enough; inconclusive = no clear call, values can overlap the other calls;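 note: yeast W303a lacking pdr1 and pdr3 grown in galactose medium; growth measured after three days at 30 °C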
# TcdB inh: inhibitors of Clostridioides difficile toxin B glycohydrolase; P18177; TcdB glycohydrolase enzymatic assay, plate reader; inhibition, % at 9.99 µM; 350,000 tested, 0.24% active; in the data active = inhibition above about 10%
# 3CLpro inhibitor: SARS-CoV 3CLpro protease inhibition. AID 1706. inhibition, % at 6 µM. 290,000 tested, 0.14% active. recombinant SARS-CoV 3CLpro, quenched FRET peptide cleavage. P0C6X7; in the data active = inhibition above about 12%
# PrPC TRFRET: cell surface PrPC inhibition, primary TR-FRET screen; P04156; TR-FRET read-out; inhibition, % at 13.8 µM; 370,000 tested, 0.43% active; in the data active = inhibition above about 24%; note: 0% = median of the test wells and 100% = reference compound wells
# Yp Topo-I inh: blocks Yersinia pestis topoisomerase I activity; Y. pestis Topo-I cleavage product accumulation, plate reader; activity, % at 10 µM; 360,000 tested, 0.064% active; AID 504884; in the data active = activity above about 50%, passing the limit was not always enough; inconclusive = no clear call, values can overlap the other calls; note: inactives centre near 2
# * hit, by the source's call; i = inactive; u = inconclusive; x = no result given. Cut-off read from the data, not from the text of the source, unless noted: active = inhibition above about 30%; inconclusive = no clear call, values can overlap the other calls; inactive = below that. Not all compounds are listed, so the mix of outcomes need not match the whole.
SMILES,BH1578 lux ind,PriA SSB inh,Anthrax LF prot,BoNT-A LC inh2,PfHsp40 rescue,TcdB inh,3CLpro inhibitor,PrPC TRFRET,Yp Topo-I inh
O=C(NC(=O)N1CCSCC1)c1c(Cl)cccc1Cl,-0.5,-3,0,-0.9,-0.9,-0.9,5,3,-3
CC(/C=N/NC(=O)Cn1cnc2c1c(=O)n(C)c(=O)n2C)=C\c1ccco1,-0.6,i,0,-2.1,-1.4,-0.6,5,2,7
Cc1ccc(OCCNC(=O)C2CCCCC2)cc1,-0.5,-2,-1,0.3,-1.4,-0.5,-3,0,3
COC(=O)CSc1nccc(C)n1,i,-6,1,-0.3,-0.4,-1.4,5,2,-3
CS(=O)(=O)c1ccc2nc(NC(=O)Oc3ccccc3)sc2c1,6.0,2,-4,0.7,2.9,x,1,-1,-7
O=C(CSc1nnc(-c2ccco2)o1)N1CCCCC1,0.6,-5,-8,-3.0,-2.3,-5.6,-2,4,-8
COc1ccccc1NC(=O)N1CCCC1C(=O)Nc1nnc(C(C)C)s1 (stereo not given),i,-3,-4,0.0,0.3,x,1,-1,4
Cc1ccc(CNC(=O)c2ccc3c(=O)n(CCCN4CCCC4=O)c(=S)[nH]c3c2)cc1,x,5,-10,1.3,-0.1,x,-5,-9,16
CS(=O)(=O)N1N=C(c2ccco2)CC1c1ccc(Cl)cc1Cl (stereo not given),-0.5,-2,-3,0.0,-0.3,-6.7,0,5,2
Oc1ccc(C2N=C(c3ccccc3)NC(c3ccccc3)=N2)cc1,-9.1,-10,0,-1.3,0.2,x,0,-10,0
O=C(NCCc1ccccc1)C(c1cccs1)N(C(=O)c1csnn1)C1CC1 (stereo not given),-3.0,-8,-10,u,-0.6,x,-2,1,15
CC(=O)N1c2ccc([N+](=O)[O-])cc2NC(=O)CC1C (stereo not given),-0.1,-12,1,0.0,0.3,x,-5,-14,-4
CN(c1cccc(NC(=O)c2ccc(Cl)c(S(=O)(=O)Nc3ccccc3)c2)c1)S(C)(=O)=O,-0.4,4,-2,-1.2,-0.4,x,-3,6,-3
CCOC(=O)CON1C(=O)C(=O)N(OCC(=O)OCC)[C@H]2CCCC[C@H]21,-0.7,-7,-8,u,0.3,1.6,-3,5,4
O=C(N/N=C\c1cn[nH]c1-c1ccccc1)c1ccc([N+](=O)[O-])cc1,0.0,x,0,-1.1,-1.3,x,1,-24,-8
O=C(N/N=C/c1ccccc1F)C(=O)N1CCCCCC1,-0.3,x,1,-0.8,-1.4,0.5,-5,8,12
Cc1ccccc1CC(=O)NC1CCCCCC1,0.8,-5,-3,1.1,4.5,2.2,-2,-2,-9
FC(F)(F)c1nc2ccccc2nc1N/N=C/c1ccc(Cl)cc1,i,x,-2,-0.5,-0.4,x,-2,-20,-9
O=C(NCC1CCCN1S(=O)(=O)c1cccs1)c1cccc([N+](=O)[O-])c1 (stereo not given),i,-2,x,x,-1.3,0.4,x,-20,2
Cc1ccc(CS(=O)(=O)Cc2ccc(C(=O)NCC3CCCO3)o2)cc1 (stereo not given),-0.4,-9,0,-0.5,-0.2,x,-1,-1,1
CCOC(=O)C1C(=O)NC(c2ccccc2)=NC1c1ccc(Cl)cc1 (stereo not given),i,-28,-2,1.6,0.6,x,3,6,7
Cc1cc2oc(C(=O)N(Cc3cccs3)C3CCS(=O)(=O)C3)cc(=O)c2cc1Cl (stereo not given),-0.7,-9,-6,-8.2,1.6,2.0,-1,0,37
Cn1cccc([N+](=O)[O-])c1=O,-3.1,x,-1,0.5,x,0.6,x,-17,1
COc1ccc2c(C(=O)CN3CCSCC3)c[nH]c2c1,i,4,2,1.7,0.9,1.6,-4,7,-4
CCN(CC)c1ccc(/C=N/NC(=O)CCC(=O)NCc2ccccc2)c(O)c1,i,x,0,0.3,-0.7,0.5,0,20,-2
Cc1nnc(SCC(=O)Nc2ccccc2C(=O)NC2CC2)s1,i,-6,1,0.3,0.0,x,5,2,2
Cc1ccccc1CN1CCCC(C(=O)Nc2ccc(-c3ccn[nH]3)cc2)C1 (stereo not given),-0.1,22,-2,-4.4,0.1,-7.3,1,-8,15
CC1=C(C(N)=O)C(c2ccc(C)o2)C(C(N)=O)=C(C)N1,4.8,-14,4,0.0,0.4,x,1,3,0
Cc1cc(C)nc(NC(=O)/C=C/c2cccs2)c1,-1.6,-18,-2,0.1,1.8,2.3,2,0,10
COc1ccc(-c2cc(=O)oc3c(O)c(O)ccc23)cc1,i,13,-8,2.7,1.0,0.8,-1,-15,-2
Cc1cc2c(=O)n(Cc3ccco3)c(SCC(=O)N3CCCc4ccccc43)nc2s1,-0.4,-15,-4,-1.0,-1.0,0.5,-7,-1,-4
COc1cc(SC)ccc1C(=O)Nc1ccccc1C#N,5.9,-6,-2,-0.3,-1.7,x,-5,3,39
CSc1ccc(CCCCCCOC(=O)C(C)(C)C)cc1,i,-36,0,-0.9,-1.2,-0.5,x,2,u
O=C(c1cnn(-c2ccccc2)c1)c1cc(Br)ccc1O,-2.7,-10,4,-0.3,-0.9,-2.9,x,1,-2
CCOC(=O)N1CCN(S(=O)(=O)N2CCCC(C(=O)NCCCN3CC(C)CC(C)C3)C2)CC1 (stereo not given),-0.4,5,-1,0.6,1.7,0.8,1,-7,2
Cc1ccc(Cl)cc1NC(=O)CCS(=O)(=O)c1ccc2c(c1)n(C)c(=O)c(=O)n2C,-5.0,x,-2,0.3,x,1.0,x,0,-1
N#Cc1ccccc1CSc1nnc(-c2ccncc2)o1,-6.7,0,10,0.5,-1.5,1.3,5,x,1
O=[N+]([O-])c1c2ccccc2cc2ccccc12,-0.3,15,-1,3.5,2.6,x,x,x,6
CC(/C=C/c1ccco1)=N/NC(=O)c1ccc(C)nc1,i,x,x,x,-0.8,0.1,0,-6,3
CCN(C(=O)Cn1cnc2cc([N+](=O)[O-])ccc2c1=O)C1CCS(=O)(=O)C1 (stereo not given),i,-5,-5,0.0,0.2,0.7,-1,-58,-12

# Single entries from the list:
# For BoNT-A LC inh2, `COc1cc(SC)ccc1C(=O)Nc1ccccc1C#N` has the entry -0.3
# For PriA SSB inh, `CCN(C(=O)Cn1cnc2cc([N+](=O)[O-])ccc2c1=O)C1CCS(=O)(=O)C1` (stereo not given) has the entry -5

# Exported as tab-separated lines: entries from further up
SMILES	BH1578 lux ind	PriA SSB inh	Anthrax LF prot	BoNT-A LC inh2	PfHsp40 rescue	TcdB inh	3CLpro inhibitor	PrPC TRFRET	Yp Topo-I inh
O=[N+]([O-])c1c2ccccc2cc2ccccc12	-0.3	15	-1	3.5	2.6	x	x	x	6
CC(/C=C/c1ccco1)=N/NC(=O)c1ccc(C)nc1	i	x	x	x	-0.8	0.1	0	-6	3
CCN(C(=O)Cn1cnc2cc([N+](=O)[O-])ccc2c1=O)C1CCS(=O)(=O)C1 (stereo not given)	i	-5	-5	0.0	0.2	0.7	-1	-58	-12

# Given tab-delimited: entries from further up.
SMILES	BH1578 lux ind	PriA SSB inh	Anthrax LF prot	BoNT-A LC inh2	PfHsp40 rescue	TcdB inh	3CLpro inhibitor	PrPC TRFRET	Yp Topo-I inh
COc1ccccc1NC(=O)N1CCCC1C(=O)Nc1nnc(C(C)C)s1 (stereo not given)	i	-3	-4	0.0	0.3	x	1	-1	4
O=C(c1cnn(-c2ccccc2)c1)c1cc(Br)ccc1O	-2.7	-10	4	-0.3	-0.9	-2.9	x	1	-2

# Continuation.
SMILES,BH1578 lux ind,PriA SSB inh,Anthrax LF prot,BoNT-A LC inh2,PfHsp40 rescue,TcdB inh,3CLpro inhibitor,PrPC TRFRET,Yp Topo-I inh
Cc1[nH]nc(N)c1-c1ccc(Cl)cc1,-0.3,3,-2,-0.3,-1.9,0.4,0,2,4
COc1ccc(C(c2nnnn2C(C)C)N2CCN(C(=O)c3ccco3)CC2)cc1 (stereo not given),-0.3,0,-7,-0.2,-0.3,0.6,2,6,2
COc1ccc(CNC(=O)c2cc3c(=O)n4cccc(C)c4nc3n(CC3CCCO3)c2=N)cc1 (stereo not given),-0.2,-9,2,-1.0,-0.5,1.3,-3,-41,-7
Cc1ccc(CNC(=O)C2CCCN(c3nc4ccsc4c(=O)s3)C2)cc1 (stereo not given),0.5,-13,-6,-1.1,0.9,2.7,7,-3,-2
Cc1cccc(CS(=O)(=O)Cc2ccc(C(=O)NCCCN3CCCC3)o2)c1,-0.4,-4,-3,-0.8,-0.3,x,2,5,-12
O=C(c1ccc2ccccc2c1)N1CCCCC1,-0.5,-7,2,-0.7,-0.4,1.3,-5,1,7
CCOC(=O)C(C)Sc1nnc(Cc2cc(=O)[nH]c(=O)[nH]2)n1-c1ccc(Cl)cc1 (stereo not given),-0.1,-1,-6,0.2,0.0,x,2,x,8
O=C(Nc1ccc2c(c1)OCCO2)C1c2ccccc2OCC(=O)N1CCc1ccccc1 (stereo not given),x,x,-3,0.1,x,0.0,x,-4,x
O=C(CN1C(=O)c2cccc([N+](=O)[O-])c2C1=O)NCc1ccccc1,-1.2,-8,-11,1.1,-0.8,1.7,-3,4,1
CCOc1ccccc1NC(=O)c1cccc2c1C(=O)N(C1CCCCC1)C2,i,-6,-2,1.6,-0.5,2.3,3,-1,13
CCCCn1c(N)c(N2CCOCC2)c(=O)n(CC(=O)NCCc2ccccc2)c1=O,i,0,-3,0.2,-2.1,-0.7,3,-6,-10
CCOC(=O)Cn1c(=NC(=O)CC)sc2c(C)cc(C)cc21,i,0,-2,-0.5,1.0,1.4,2,-10,3
COc1ccc(C(=O)NNC(=O)CCn2nnc(-c3ccc(C)cc3)n2)cc1OC,-0.3,-6,-5,-0.5,-1.2,0.7,1,-1,-2
CCOC(=O)Cc1csc(NC(=O)c2cccnc2)n1,i,-12,-3,0.6,-1.1,x,4,-4,-4
COc1ccc(-c2nc3ncccc3o2)cc1NC(=O)c1cccs1,-0.5,-8,-4,-1.6,1.0,-0.5,1,1,19
OC1(C#CCN2CCCC2)CCCCC1,-0.2,-1,5,0.2,-0.5,0.3,-4,2,-19
CN(C)c1nc(C(N)=O)nc(N2CCOCC2)n1,x,-8,-2,0.4,-0.5,x,4,-7,-9
COc1cc(C(=O)OCC(=O)Nc2sccc2C(N)=O)cc(OC)c1OC,i,-7,-6,-0.8,-0.9,-0.3,-3,7,-14
CS(=O)(=O)Nc1ccc(C(=O)NC2CCCC2)cc1,i,-18,-2,-0.3,-2.0,x,-2,5,14
CCSc1nc2[nH]ncc2c(=O)[nH]1,-0.3,9,-1,-0.4,0.5,x,8,-2,3
O=C(Cc1cccs1)Nc1ccc(S(=O)(=O)N2CCCC2)cc1,0.0,-10,-1,1.4,1.2,-0.3,5,7,-9
Cc1cccc(NC(=S)NNC(=S)NC2CCCCC2)c1C,i,-5,-6,-1.0,1.1,-1.8,-1,1,2
COc1ccccc1N1CCN(Cc2cc(C)c(C)cc2O)CC1,0.4,4,-4,-1.2,-1.7,1.9,-2,-4,4
COc1ccc(N2C(=O)C(Cl)=C(Nc3ccccc3O)C2=O)cc1,-0.4,1,-6,-0.3,82*,x,-1,2,-9
O=C(c1sc2cc(Cl)ccc2c1Cl)N1CCN(CCc2ccccn2)CC1,-0.4,3,4,7.9,2.1,-0.1,-3,4,31
CC1=C/C(=N\NC(=S)NCc2ccccc2)CC1,i,x,-4,-1.5,1.0,-0.1,3,2,-7
Clc1cccc(-c2ccc(/C=N/n3cnnc3)o2)c1Cl,x,x,-9,-0.5,1.4,0.8,-5,4,6
CCOC(=O)CCCNC(=O)CN1C(=O)NC2(CCCCCC2)C1=O,i,5,-6,-0.9,-0.6,x,0,2,-1
CCCS(=O)(=O)NC(=O)C1(C)CCN(C(=O)c2ccc(OC)c(F)c2)C1 (stereo not given),-0.8,x,0,-0.3,x,x,x,x,9
FC(F)(F)c1ccc(Cl)c(NC(=S)NC2CC2)c1,-0.5,-7,1,2.0,0.5,0.2,-3,-1,1
CCN(CC)C(=O)c1ccc(NC(=O)CNC(C)c2cccc3ccccc23)cc1 (stereo not given),i,-2,9,-0.1,0.0,0.9,1,3,25
COc1ccc(Cl)cc1NC(=O)c1cc(-c2ccccc2O)n[nH]1,-0.2,-7,-2,-0.9,-2.1,x,5,-4,-1
COc1ccccc1C1N=C(c2ccccc2C)NO1 (stereo not given),i,-15,4,-1.8,0.5,1.4,2,-10,1
CN(C)c1ccc(P(=O)(OCc2ccccc2)C(O)c2ccncc2)cc1 (stereo not given),-0.2,9,x,x,1.1,x,3,3,14
